# S3 lipid droplet – qHTS Assay for Lipid Storage Modulators in Drosophila S3 Cells; lipid storage change, negative = inhibition, % at the top dose, mostly 46.1 µM; hits show Potency in µM; hit rate 0.64% among 320,000; Drosophila S3 cells, BODIPY lipid droplet fluorescence, 18-24 h; cells fed with added oleic acid; active = well fitted inhibition curve with a large enough effect in the signal ratio, with a control signal flat, not every such curve was filed as active; inconclusive = small, poorly fitted or top-dose-only effect, or effect the other way, or a change in a side signal; the % refers to the signal ratio
#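 Laser-scanning cytometry quantifies lipid droplet accumulation (500–530 nm total intensity; droplet/cell object ratio) in oleic acid-fed (400 uM added) Drosophila S3 cells treated with a concentration series. 20 uM Triacsin C defined 100% inhibition.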
# S3 lipid droplet cell count max – also measured in S3 lipid droplet; calls as there; cell number change, %; measured here: cell count max response;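 cells counted by Cell Tracker Red CMTPX staining in the red channel; peak over a dose series mostly up to 46.1 µM; percent activity relative to internal control wells on each plate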
# * marks the source's active call; other numbers are inactive results; i = inactive; ? = inconclusive; nt = not tested or not shown; & = joins results of further samples. % is scaled to controls: 0 for no effect and ±100 for the full control effect; potency is read from the fitted curve at half-maximal effect.
1) O=C(CNC(=O)c1ccc(Cl)cc1)Nc1ccc(Br)cc1C(=O)c1ccccc1
2) Cc1ccccc1-n1c(-c2ccco2)nc2ccccc2c1=O
3) CC1(C)OC(c2ccccc2)=C/C(=C/C=C2C(=O)NC(=O)NC2=O)O1
4) CN[C@H]1C[C@H]2O[C@@](C)([C@H]1OC)n1c3ccccc3c3c4c(c5c6ccccc6n2c5c31)C(=O)NC4
5) Cc1cnc(NC(=O)CN2CCCCC2)s1
6) Cc1cc(C(=O)N2CCC3(CC2)OCCO3)no1

assay / entry,1,2,3,4,5,6
S3 lipid droplet,?,2.5%,-1.4%,?,i,-10.7%
S3 lipid droplet cell count max,nt,-0.8,-1.8,nt,-19.6,4.3

7) COC(=O)c1ccc(CN2CCN(Cc3ccccc3)CC2)cc1
8) CN1C(=O)N(C)C(=O)C(CCc2ccncc2)(CCc2ccncc2)C1=O
9) C=CCn1c(O)c(C(C)=NCCC(c2ccccc2)c2ccccc2)c(=O)[nH]c1=O
10) NS(=O)(=O)c1cccc(N2CCNCC2)c1
11) Cc1cc(/C=C2\C(=O)NC(=O)N(Cc3ccco3)C2=O)c(C)n1-c1ccc(O)cc1
12) Cn1c(O)c(C=Nc2ccc3c(c2)CCC3)c(=O)n(C)c1=O

assay / entry,7,8,9,10,11,12
S3 lipid droplet,?,?,?,1.0%,13.4%,-4.1%
S3 lipid droplet cell count max,nt,nt,nt,3.1,4.1,-0.3

13) Cc1nc2ccc(Cl)cc2c(=O)n1-c1ccc([N+](=O)[O-])cc1
14) CCCC/C(=N\O)c1c[nH]c2ccccc12
15) CCOC(=O)c1c(C)n(COCCO)c2ccc(O)cc12
16) CC(C)Oc1ccc(C2(C#N)CC[N+](C)(C)CC2)cc1
17) COc1cccc(NC(=O)N2CCC3(CC2)OCCO3)c1
18) COc1ccc(CN2C(=O)NC(=O)/C(=C/c3ccc([N+](=O)[O-])s3)C2=O)cc1

assay / entry,13,14,15,16,17,18
S3 lipid droplet,i,i,?,-0.2%,?,-13.4%
S3 lipid droplet cell count max,13.3,7.0,nt,0.7,nt,7.8

19) CCn1c(O)c(C=NCCN2CCOCC2)c(=O)n(CC)c1=S
20) O=c1c2ccccc2nc(/C=C/c2ccc(O)cc2)n1-c1ccc(O)cc1
21) COc1ccc(C=O)cc1
22) CC(=O)N1CCN(CC(=O)Nc2ccc(C#N)c(Cl)c2)CC1
23) CC(C)n1nnnc1CN1CCN(C)CC1
24) O=C(c1cc2c(s1)CCCC2)N1CCC2(CC1)OCCO2

assay / entry,19,20,21,22,23,24
S3 lipid droplet,-5.8%,-9.9%,?,-9.2%,0.0%,i
S3 lipid droplet cell count max,-13.5,6.3,nt,-14.2,-1.0,nt

25) COc1ccccc1OCC(=O)N1CCCC(N2CCN(c3ccc(F)cc3)CC2)C1 (stereo not given)
26) COc1ccc(CC2C(=O)N(c3ccccc3)C(=O)N(c3ccccc3)C2=O)c(OC)c1
27) Cc1ccccc1-c1nc2ccccc2c(=O)n1C
28) C=CCn1c(O)c(C=NCCCn2ccnc2)c(=O)[nH]c1=O
29) CN(C)S(=O)(=O)c1cc(NC(=O)C[N+]23CCN(CC2)CC3)ccc1Cl
30) S=P(NC1CCCCC1)(N1CC1)N1CC1

assay / entry,25,26,27,28,29,30
S3 lipid droplet,?,?,?,-14.2%,9.1%,?
S3 lipid droplet cell count max,nt,nt,nt,7.7,7.3,nt

31) CC1CC(C)CN(S(=O)(=O)c2ccc3c(c2)oc(=O)n3CC(=O)N2CCOCC2)C1 (stereo not given)
32) COc1ccc(OC)c(CNCCc2ccc(OC)c(OC)c2)c1
33) COC(=O)C1=C(c2ccc(OC)c(OC)c2)C[C@@H]2CC[C@H]1N2C(=O)N1CCC(C)CC1
34) CCOc1ccccc1N1C(=O)NC(=O)/C(=C/c2ccc3c4c(cccc24)CC3)C1=O
35) CCOC(=O)COc1ccc2c(c1)c(C(C)=O)c(C)n2Cc1ccccc1
36) Cc1cc(C=C2C(=O)NC(=O)NC2=O)c(C)n1-c1cccnc1

assay / entry,31,32,33,34,35,36
S3 lipid droplet,?,i,?,?,?,-21.7%
S3 lipid droplet cell count max,nt,18.6,nt,nt,nt,-13.8

37) COc1ccn(C)c(=O)c1C#N
38) COC(=O)C1=C(c2cccc(C#N)c2)C[C@@H]2CC[C@H]1N2C(=O)NCCc1ccccc1
39) O=C(Cc1ccccc1)OCc1ccccc1
40) O=C(CCS(=O)(=O)c1ccc(Br)cc1)N1CCC2(CC1)OCCO2
41) Nc1ncc2[nH]cnc2n1
42) CN(C)C(=Nc1ccccc1)P(=S)(N(C)C)N(C)C

assay / entry,37,38,39,40,41,42
S3 lipid droplet,-13.9%,?,?,?,-0.8%&-9.6%,1.6%
S3 lipid droplet cell count max,1.1,nt,nt,nt,-13.9&-8.7,7.2

43) Cc1cc(OCC(=O)Nc2cc(C)nn2-c2ccccn2)c2c3c(c(=O)oc2c1)CCC3
44) CC(=O)OC1N=C(c2ccccc2Cl)c2cc(Br)ccc2N(C)C1=O (stereo not given)
45) O=C(N/N=C\C1C(=O)NC(=S)N(c2ccccc2)C1=O)c1ccc(O)cc1 (stereo not given)
46) O=C(Cn1c(=S)[nH]c2ccccc2c1=O)N1CCC2(CC1)OCCO2
47) CCNC(=S)N(C)CCc1cc2c(c(OC)c1C=C1C(=O)N(C)C(=O)N(C)C1=O)OCO2
48) CCOP(=O)(OCC)C(NC(=O)c1cccc([N+](=O)[O-])c1)C(Cl)(Cl)Cl (stereo not given)

assay / entry,43,44,45,46,47,48
S3 lipid droplet,?,6.5%,?,-25.9%,?,-9.1%
S3 lipid droplet cell count max,nt,11.0,nt,-8.0,nt,-5.4

49) CN(C)C(=O)Oc1ccc2c(c1)O/C(=C\c1cccc([N+](=O)[O-])c1)C2=O
50) COc1cc2c(cc1O)C[C@H]1NCCc3cc4c(c-2c31)OCO4
51) COC(=O)c1nc(-c2ccc3c(n2)C(=O)C(N)=C(OC)C3=O)c(N)c(-c2ccc(OC)c(OC)c2O)c1C
52) CCC(=NCc1ccco1)c1c(O)n(-c2ccccc2)c(=O)[nH]c1=O
53) C/C(=N\N1CCCCCC1)c1c(O)n(-c2ccccc2C)c(=O)[nH]c1=O
54) C=CCn1c(O)c(/C(C)=N/N2CCN(C)CC2)c(=O)[nH]c1=O

assay / entry,49,50,51,52,53,54
S3 lipid droplet,?,7.9%,?,15.4%,-5.2%,-0.8%
S3 lipid droplet cell count max,nt,5.8,nt,12.1,-1.6,10.3

55) CCN1CCN(c2ccc([N+](=O)[O-])cc2C#N)CC1
56) S=C=Nc1ccccn1
57) O=C(N/N=C/c1c(O)n(CCc2ccccc2)c(=O)[nH]c1=O)c1ccncc1
58) Clc1ccc(C(Cl)(Cl)Cl)c(Cl)c1
59) CC(C)COc1ccc(Cc2c(O)[nH]c(=S)[nH]c2=O)cc1
60) COc1ccc(-n2c(O)c(/C(C)=N/Nc3ccccc3)c(=O)[nH]c2=O)cc1

assay / entry,55,56,57,58,59,60
S3 lipid droplet,?,?,5.4%,?,13.6%,7.6%
S3 lipid droplet cell count max,nt,nt,-19.4,nt,-1.8,6.1

# Some of the entries above, reformatted.
entry | Structure | S3 lipid droplet | S3 lipid droplet cell count max
54 | C=CCn1c(O)c(/C(C)=N/N2CCN(C)CC2)c(=O)[nH]c1=O | -0.8% | 10.3
55 | CCN1CCN(c2ccc([N+](=O)[O-])cc2C#N)CC1 | ? | nt
56 | S=C=Nc1ccccn1 | ? | nt
57 | O=C(N/N=C/c1c(O)n(CCc2ccccc2)c(=O)[nH]c1=O)c1ccncc1 | 5.4% | -19.4
58 | Clc1ccc(C(Cl)(Cl)Cl)c(Cl)c1 | ? | nt
59 | CC(C)COc1ccc(Cc2c(O)[nH]c(=S)[nH]c2=O)cc1 | 13.6% | -1.8
60 | COc1ccc(-n2c(O)c(/C(C)=N/Nc3ccccc3)c(=O)[nH]c2=O)cc1 | 7.6% | 6.1

# Following part:
61) Cc1c(C)c2ccc(OCC(=O)N3CCC(C(=O)O)(c4ccccc4)CC3)c(C)c2oc1=O
62) COc1cccc(Oc2coc3cc(OC(=O)N(C)C)ccc3c2=O)c1
63) O=C(O)C1C2CCC(O2)C1C(=O)Nc1ccc(F)c(F)c1 (stereo not given)
64) CCC(=Nc1ccccc1N)c1c(O)[nH]c(=O)[nH]c1=O
65) CCc1ccc(-n2c(O)c(/C=N/NC(=O)c3ccncc3)c(=O)[nH]c2=O)cc1
66) CCCC(C)C1C(C#N)=C(N)Oc2c1c(=O)oc1ccccc21 (stereo not given)

assay / entry,61,62,63,64,65,66
S3 lipid droplet,-16.5%,8.4%,-2.4%,-23.5%,11.4%,?
S3 lipid droplet cell count max,11.7,3.7,2.5,-15.5,-1.4,nt

67) CCOP(=O)(OCC)C(O)c1ccc(OC)cc1OC (stereo not given)
68) O=c1cc(CN2CC=C(c3ccccc3)CC2)c2c(ccc3ccccc32)o1
69) CCC(C(=O)N1C[C@H]2C[C@@H](C1)c1cccc(=O)n1C2)c1ccccc1 (stereo not given in full)
70) Cc1oc(-c2ccccc2)nc1CN1C(=O)C(C)N=C(c2ccccc2F)c2cc(Cl)ccc21 (stereo not given)
71) Cc1ccc(-c2nn(Cc3ccccc3)cc2C=O)cc1C
72) Cn1c(C(=O)O)c(CC(=O)N2CCN(Cc3ccccc3)CC2)c2ccccc21

assay / entry,67,68,69,70,71,72
S3 lipid droplet,?,15.8%,?,?,?,?
S3 lipid droplet cell count max,nt,5.3,nt,nt,nt,nt

73) COC(=O)C1=C(c2c(C)noc2C)C[C@@H]2CC[C@H]1N2C(=O)NCCO
74) Cc1cc(/C=C2\C(=O)NC(=O)N(c3cccc(Br)c3)C2=O)c(C)n1C
75) CCN(CC)CC(O)c1ccc(C2CCCC2)cc1 (stereo not given)
76) CC(=O)C1C2c3ccccc3O[C@@]1(C)N=c1s/c(=C/c3ccoc3)c(=O)n12 (stereo not given in full)
77) CN1C(=O)C(=Cc2ccc(N3CCOCC3)o2)C(=O)N(C)C1=S
78) O=C(O)C(Cc1cnc[nH]1)NS(=O)(=O)c1ccc(Cl)cc1 (stereo not given)

assay / entry,73,74,75,76,77,78
S3 lipid droplet,?,?,-12.1%,?,6.6%,?
S3 lipid droplet cell count max,nt,nt,-8.9,nt,-2.3,nt

79) COCCn1c(O)c(/C=N/NC(=O)CSC(=S)N2CCCC2)c(=O)[nH]c1=S
80) CC(=O)c1ccc(NC(=O)N2C[C@H]3C[C@@H](C2)c2cccc(=O)n2C3)cc1
81) O=c1c2ccccc2nc(-c2ccc([N+](=O)[O-])cc2)n1-c1ccccc1
82) CCOP(=O)(OCC)c1ccc(O)cc1
83) NS(=O)(=O)c1ccc(-c2ccc(C=C3C(=O)NC(=S)NC3=O)o2)cc1
84) COc1ccccc1CNC(=O)CCC(=O)N1C[C@H]2C[C@@H](C1)c1cccc(=O)n1C2

assay / entry,79,80,81,82,83,84
S3 lipid droplet,?,-19.1%,2.2%,-0.3%,?,-11.2%
S3 lipid droplet cell count max,nt,nt,2.9,1.6,nt,1.2

85) CCN(c1ccc(C(O)(C(=O)OC)C(F)(F)F)cc1)S(=O)(=O)c1ccccc1 (stereo not given)
86) CC1=Nc2ccccc2/C1=C/c1c(O)n(C)c(=O)[nH]c1=O
87) COc1ccc(/C=N/N=C(/N)N[N+](=O)[O-])c(OC)c1
88) O=C(Cc1ccccc1)N1CCN(C2CCCC2)CC1
89) CC(C)N1C(=O)CCC1C(=O)N1CCC2(CC1)OCCO2 (stereo not given)
90) COc1ccc(OC)c(CN2CCCC(C(=O)c3sccc3C)C2)c1 (stereo not given)

assay / entry,85,86,87,88,89,90
S3 lipid droplet,10.7%,-23.5%,13.4%,3.6%,2.9%,1.8%
S3 lipid droplet cell count max,-18.3,-11.4,-21.2,-12.3,4.8,-8.9

91) Cc1cccc(-n2c(O)c(C=NCCCN3CCOCC3)c(=O)[nH]c2=O)c1C
92) CC1=C2C(=O)C3C(CC=C4CC(O)CCC43C)C2CCC12OC1CC(C)CNC1C2C (stereo not given)
93) O=c1[nH]c(=S)n(-c2ccc(F)cc2)c(O)c1/C=N/N1CCOCC1
94) COC(=O)c1ccc(N2CCN(C)CC2)c([N+](=O)[O-])c1
95) O=C(O)C12C3CCCC1C32c1ccccc1 (stereo not given)
96) COc1ccc(C2=NS(=O)(=O)N(C)C(C(=O)N3CCC4(CC3)OCCO4)=C2)cc1OC

assay / entry,91,92,93,94,95,96
S3 lipid droplet,?,-5.0%,-5.3%,?,?,?
S3 lipid droplet cell count max,nt,-8.8,-0.3,nt,nt,nt

97) Cc1ccc(N2C(=O)NC(=O)/C(=C\C=C\c3ccco3)C2=O)cc1
98) CCOc1ccc2nc(N3CCC(C(=O)N4CCC5(CC4)OCCO5)CC3)sc2c1
99) Cc1ccc2c(c1)N(C(=O)CCC(=O)N1CCC3(CC1)OCCO3)CCO2
100) CCOc1ccccc1N=C1SCCCN1C
101) Fc1ccc(CCNCc2cccc(Cl)c2)cc1

assay / entry,97,98,99,100,101
S3 lipid droplet,?,?,-0.3%,?,?
S3 lipid droplet cell count max,nt,nt,nt,nt,nt

# Some of the compounds tested, so the mix of outcomes need not match the whole.
